# Screening data deposited in PubChem by Broad Institute.
# C diff growth: C. difficile growth inhibitors, primary screen, HTS; Clostridium difficile clinical isolate growth, OD600, 24 h; hits give low values; growth activity, negative = inhibition, % at 16 µg/mL (by protocol); hit rate 0.25% among 86,000; AID 1259249, 2017;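 active = mean growth activity at or below -80% and every replicate also at or below -80%; inconclusive = mean at or below -80% but some replicate above -80%; inactive = mean growth activity above -80%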;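 note: 0% = DMSO wells and -100% = levofloxacin 16 µg/mL wells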
# KDM4C inh: inhibitors of GASC-1 (KDM4C) histone demethylase, primary screen, biochemical, single concentration HTS; GST-KDM4C 2-372, H3K9me3 peptide, LANCE TR-FRET; inhibition, % at 12.5 µM; Lysine-specific demethylase 4C (Homo sapiens), Q9H3R0; hit rate 0.15% among 96,000;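 active = mean replicate inhibition above about 25%, with at least 55% of replicates also reaching it, limit read from the data, passing the limit was not always enough; inconclusive = only one of those two conditions met; inactive = neither condition met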
# Target sequence (Q9H3R0 2-372 limits assumed): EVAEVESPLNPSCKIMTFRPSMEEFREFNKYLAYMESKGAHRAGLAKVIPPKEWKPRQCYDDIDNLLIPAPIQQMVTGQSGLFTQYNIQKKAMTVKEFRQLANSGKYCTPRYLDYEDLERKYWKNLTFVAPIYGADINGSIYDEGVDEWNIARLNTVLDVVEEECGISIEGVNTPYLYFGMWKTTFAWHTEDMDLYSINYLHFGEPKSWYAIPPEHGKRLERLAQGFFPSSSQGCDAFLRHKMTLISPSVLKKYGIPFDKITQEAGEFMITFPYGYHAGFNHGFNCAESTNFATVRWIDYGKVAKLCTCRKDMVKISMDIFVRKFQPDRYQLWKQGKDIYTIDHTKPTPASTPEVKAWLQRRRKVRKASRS
#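 System: N-terminal GST-fused human GASC-1 (KDM4C) fragment, residues 2-372; amount: enzyme final amount 10 nM; incubation: reaction 30 min RT, detection step 1 h RT; medium: HEPES buffer, pH 7.5, plus ascorbate; technique: LANCE TR-FRET, Eu antibody, ULight-streptavidin, EDTA, ex 340 nm, em 618/671 nm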
# Pf Dd2 growth: P. falciparum Dd2 growth inhibitors, primary screen, SYBR Green fluorescence, single dose replicates. 72 h; hits give low values. activity change, % at 10 µM. hit rate 2.3% among 94,000. AID 1159554, 2015; in the data active = activity change below about -80%; inconclusive = no clear call, values can overlap the other calls
# Tcruzi prolif: T. cruzi intracellular proliferation inhibitors, primary screen, cell-based, beta-gal Tulahuen parasites, NIH3T3 host, luminescence | inhibition, % at 8.34 µM | hit rate 5.9% among 77,000 | T. cruzi beta-gal in NIH3T3, GalScreen luminescence, 90 h;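 active = mean inhibition above about 93%, with at least 55% of replicates each passing it, limit read from the data, passing the limit was not always enough; inconclusive = only one of those two conditions holds; inactive = neither condition holds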
# Starred values were filed as active, the others as inactive; ? = inconclusive; . = not tested or not shown; & = joins results of further samples.
# Second line of a record – Pf Dd2 growth | KDM4C inh | Tcruzi prolif | C diff growth
C/C=C/c1ccc2c(c1)O[C@H](CN(C)Cc1ccc(C(=O)O)cc1)[C@H](C)CN([C@@H](C)CO)S2(=O)=O
  0 | 0.2 | . | -4
Cc1ccccc1S(=O)(=O)N1CC[C@@H]2[C@@H](CO)N(C)c3ccc(Br)cc3[C@@H]21
  -17 | 1.7 | ? | 3
CO[C@H]1CN(C)C(=O)c2cc(NC(=O)C3CCOCC3)ccc2OC[C@H](C)N(Cc2cccnc2)C[C@H]1C
  -1 | -1.7 | 40 | .
COc1ccc2c3c(n(C)c2c1)[C@@H](CO)N(Cc1cccnc1)CC31CN(C(=O)NC(C)C)C1
  -55 | -1.4 | . | 0
C[C@H](CO)N1C[C@H](C)[C@@H](CN(C)Cc2cccc(C(=O)Nc3ccccc3N)c2)OCc2ccccc2-c2c(n(C)c3ccccc23)C1=O
  -91* | 6.7 | . | -2
CO[C@@H]1CN(C)C(=O)c2ccc(NS(=O)(=O)c3cn(C)cn3)cc2OC[C@@H](C)NC[C@@H]1C
  11 | -1.0 | . | 3
C/C=C/c1cnc2c(c1)C(=O)N([C@H](C)CO)C[C@H](C)[C@H](CN(C)S(=O)(=O)c1ccc(C)cc1)O2
  2 | -1.6 | 20 | 2
CNC[C@H]1Oc2ccc(NS(C)(=O)=O)cc2CC(=O)N([C@@H](C)CO)C[C@@H]1C
  30 | 0.3 | 23 | -3
COc1ccccc1CNC(=O)C[C@H]1C=C[C@H](NC(=O)CC2CC2)[C@@H](CO)O1
  13 | -0.9 | -21 | -1
CO[C@@H](CN(C)Cc1cc(F)ccc1F)[C@@H](C)CN(C(=O)Nc1ccc(F)cc1)[C@H](C)CO
  -34 | 0.7 | -64 | .
Cc1noc(C)c1C(=O)N(C)C[C@H]1OCc2ccccc2-c2ccccc2C(=O)N([C@H](C)CO)C[C@H]1C
  -10 | 0.0 | ? | 2
CCS(=O)(=O)N1CC2(C1)[C@@H](c1ccccc1)[C@@H](CO)N2CCC(F)(F)F
  4 | -0.8 | . | -3
CCCC#Cc1ccc2c(c1)O[C@H](CN(C)C(=O)NC(C)C)[C@H](C)CN([C@@H](C)CO)S2(=O)=O
  9 | 6.5 | 36 | -2
N#C[C@H]1N[C@@H](CO)[C@H]1c1ccc(C#CC2CCCC2)cc1
  30 | -0.5 | 80 | 1
C[C@@H]1CN([C@@H](C)CO)C(=O)c2cc(-c3ccccc3F)cnc2O[C@@H]1CN(C)C(=O)C1CC1
  2 | 2.2 | 64 | .
O=C(CC(F)(F)F)N1C[C@H]2[C@@H](c3ccccc31)[C@H](CO)N2C(=O)c1cccnc1
  -20 | 8.3 | -2 | 6
COc1ccc(S(=O)(=O)N(C)C[C@H]2Oc3ccc(NC(=O)NC(C)C)cc3CC(=O)N([C@@H](C)CO)C[C@H]2C)cc1
  13 | 0.0 | -6 | 3
COCC(=O)Nc1ccc2c(c1)C(=O)N(C)C[C@@H](OC)[C@@H](C)CN(Cc1cncnc1)[C@@H](C)CO2
  18 | -1.1 | -24 | 2
COc1ccc(NC(=O)Nc2ccc3c(c2)CC(=O)N([C@@H](C)CO)C[C@@H](C)[C@@H](CN(C)Cc2ccc(C(F)(F)F)cc2)O3)cc1
  -3 | -1.3 | 73 | 3
CC(C)CC#Cc1ccc2c(c1)O[C@H](CN(C)Cc1ccccc1F)[C@H](C)CN([C@H](C)CO)S2(=O)=O
  -44 | -0.9 | ? | .
CNC[C@@H]1Oc2ncc(-c3ccc(C)cc3)cc2C(=O)N([C@H](C)CO)C[C@H]1C
  -74 | -1.3 | . | -1
COc1ccc(NC(=O)N(C)C[C@@H]2Oc3ccc(NS(=O)(=O)c4ccc(OC)cc4)cc3CC(=O)N([C@H](C)CO)C[C@H]2C)cc1
  17 | -1.2 | -21 | -6
O=C(NCC[C@@H]1CC[C@@H](NC(=O)Nc2cc(F)ccc2F)[C@@H](CO)O1)Nc1ccc(Cl)cc1
  -2 | 1.2 | 10 | 4
CCC(=O)N[C@@H]1CC[C@H](CCn2cc(C3CC3)nn2)O[C@@H]1CO
  5 | -0.3 | . | 1
N#Cc1cccc(-c2ccc3c(c2)[C@H]2[C@H](CCN2Cc2ccc4c(c2)OCO4)[C@@H](CO)N3)c1
  -65 | 0.0 | 27 | -21
COc1cccc(C#Cc2ccc([C@@H]3[C@H](C#N)N(C(=O)C4CC4)[C@H]3CO)cc2)c1
  -40 | -2.0 | ? | -9
CCC(=O)N1[C@H](C(=O)NCc2ccccc2F)[C@@H](CO)[C@@H]2Cn3c(cccc3=O)[C@@H]21
  4 | -1.5 | 1 | 0
CC(C)C#Cc1ccc([C@H]2[C@H](CO)N3CCCCN(C(=O)c4ccc5c(c4)OCO5)C[C@@H]23)cc1
  -41 | -0.6 | 70 | -10
COc1cccc(C#Cc2ccc3c(c2)O[C@H](CN(C)C)[C@@H](C)CN([C@H](C)CO)S3(=O)=O)c1
  -37 | -2.5 | . | -2
COc1ccccc1-c1cnc2c(c1)C(=O)N([C@@H](C)CO)C[C@@H](C)[C@@H](CN(C)Cc1ccccc1)O2
  11 | . | 98 | 4

# The list continues.
# Second line of a record – Pf Dd2 growth | KDM4C inh | Tcruzi prolif | C diff growth
COC(=O)C[C@@H]1CC[C@H]2[C@@H](COc3ccc(NC(=O)C4CC4)cc3C(=O)N2C)O1
  7 | 0.9 | -39 | 0
C[C@H]1CN([C@@H](C)CO)C(=O)Cc2cc(NC(=O)CCCCCC(=O)Nc3ccccc3N)ccc2O[C@H]1CN(C)S(C)(=O)=O
  30 | -1.1 | 30 | -4
C[C@@H]1CN([C@H](C)CO)C(=O)CCCn2nncc2CO[C@H]1CN(C)Cc1cccnc1
  0&11 | 0.5 | 6&19 | 0&-1
COc1ccc(CN2C[C@H](O)COC[C@H]3O[C@H](CC(=O)NCc4ccncn4)CC[C@@H]32)cc1
  -2 | 0.0 | 6 | 0
CN(C)C(=O)c1ccc(-c2ccc(C3[C@@H]4CN(C(=O)C5CCCCC5)C[C@H]3N4)cc2)cc1 (stereo partly specified)
  -4 | -0.5 | . | -6
COc1cccc(C#Cc2ccc3c(c2)O[C@H](CN(C)C(=O)c2ccccn2)[C@H](C)CN([C@H](C)CO)S3(=O)=O)c1
  -70 | -3.1 | ? | 9
C[C@H](CO)N1C[C@H](C)[C@H](CN(C)Cc2ccccc2)Oc2c(NS(=O)(=O)c3cn(C)cn3)cccc2C1=O
  15 | -0.4 | -4 | -1
CC(C)C(=O)Nc1ccc2c(c1)C(=O)N(C)[C@H]1CC[C@H](CC(=O)Nc3ccccc3F)O[C@@H]1CO2
  15 | -0.3 | -43 | 3
COc1ccc(S(=O)(=O)Nc2ccc3c(c2)[C@H]2C[C@H](CC(=O)N(C)C)O[C@H](CO)[C@H]2O3)cc1
  32 | -1.0 | 0 | -7
CC=Cc1ccc2n(c1=O)C[C@H]1[C@H](CO)[C@@H](C(=O)NC3CCCCC3)N(C(=O)C3CC3)[C@@H]21 (mixture of isomers)
  . | -1.4 | 12 | 1
Cn1cnc(S(=O)(=O)N2C[C@@H](O)COC[C@@H]3O[C@@H](CC(=O)N4CCN(c5ccccc5)CC4)CC[C@H]32)c1
  22 | 2.2 | -87 | -2&-3
O=C1CN(S(=O)(=O)c2cccc(F)c2)C[C@H]2[C@@H](c3ccc(-c4ccccc4)cc3)[C@H](CO)N12
  6 | 0.2 | . | 0
Cc1cc(C)cc(NC(=O)Nc2ccc3c(c2)C(=O)N(C)[C@@H]2CC[C@@H](CC(=O)O)O[C@@H]2CO3)c1
  7 | 0.8 | 4 | 0
C[C@@H]1CN([C@H](C)CO)C(=O)c2cc(-c3cccc(F)c3)cnc2O[C@H]1CN(C)Cc1ccccc1
  -9 | 0.8 | 29 | 5
C[C@H](CO)N1C[C@H](C)[C@H](CN(C)Cc2ccccn2)Oc2cc(C3=CCCC3)ccc2S1(=O)=O
  -1 | -0.9 | . | 1
C[C@@H]1CN([C@H](C)CO)C(=O)c2cccc(NC(=O)C3CC3)c2O[C@@H]1CN(C)CC1CC1
  11 | 0.7 | . | 1
C[C@H]1CCCCO[C@H](CN(C)C(=O)Cc2ccccc2)[C@@H](C)CN([C@@H](C)CO)C(=O)c2cc(NC(=O)Nc3ccccc3)ccc2O1
  -45 | -0.3 | 99* | .
CO[C@H]1CN(C)C(=O)c2cc(NC(C)=O)ccc2OC[C@@H](C)N(C(=O)C2CCC2)C[C@@H]1C
  . | -0.3 | 18 | .
CN1c2ccc(Br)cc2[C@H]2[C@H](CCN2C(=O)c2ccc(F)cc2)[C@H]1CO
  19 | -0.7 | 11 | 14
C[C@H]1CN([C@@H](C)CO)C(=O)Cc2cc(NC(=O)C3CCCCC3)ccc2O[C@H]1CN(C)CC1CC1
  -24 | -0.3 | -14 | -7
C[C@@H](NC(=O)C[C@@H]1CC[C@@H]2[C@H](COC[C@H](O)CN2Cc2ccc(C(F)(F)F)cc2)O1)c1ccccc1
  -7 | 0.9 | 59 | 26&3
CCCNC(=O)N(C)C[C@H]1Oc2cc(C#CCC(C)C)ccc2S(=O)(=O)N([C@H](C)CO)C[C@@H]1C
  -39 | 1.0 | 78 | 6
C[C@@H]1CCCCO[C@@H](CN(C)Cc2ccc3c(c2)OCO3)[C@@H](C)CN([C@@H](C)CO)C(=O)c2cc(NC(=O)Nc3ccc(C(F)(F)F)cc3)ccc2O1
  -56 | -0.4 | ? | -37
C[C@H](CO)N1C[C@H](C)[C@@H](CN(C)C(=O)Nc2ccc3c(c2)OCO3)OCCCC[C@H](C)Oc2ccc(NC(=O)NC3CCCCC3)cc2C1=O
  -30 | -1.0 | 67 | -11
C[C@H](NC(=O)C[C@H]1CC[C@H](NC(=O)Nc2ccc3c(c2)OCO3)[C@H](CO)O1)c1ccccc1
  25 | 1.2 | 44 | .
CO[C@@H]1CN(C)C(=O)c2cc(NC(=O)C3CCC3)ccc2OC[C@@H](C)NC[C@H]1C
  . | -0.4 | 35 | .
C[C@@H]1CN([C@@H](C)CO)C(=O)c2cc(-c3ccccc3F)cnc2O[C@@H]1CN(C)Cc1cccc(C(=O)O)c1
  28 | -0.3 | 42 | 3
CCN1[C@@H]2c3ccc(-c4ccccc4)c(=O)n3C[C@@H]2[C@@H](CO)[C@@H]1C(=O)Nc1ccccc1
  -11 | 5.3 | 74 | 5
CCC(=O)N1CC(=O)N2[C@@H](CO)[C@@H](c3ccc(C#Cc4cccc(OC)c4)cc3)[C@@H]2C1
  -14 | -1.2 | . | -5
C[C@H]1CN([C@@H](C)CO)S(=O)(=O)c2ccc(C3=CCCCC3)cc2O[C@@H]1CN(C)C(=O)C1CCOCC1
  -15 | 1.6 | . | -1

# Sorted by value in KDM4C inh (rising): 3 of the compounds above.
compound	KDM4C inh
CC=Cc1ccc2n(c1=O)C[C@H]1[C@H](CO)[C@@H](C(=O)NC3CCCCC3)N(C(=O)C3CC3)[C@@H]21 (mixture of isomers)	-1.4
C[C@H]1CN([C@@H](C)CO)C(=O)Cc2cc(NC(=O)CCCCCC(=O)Nc3ccccc3N)ccc2O[C@H]1CN(C)S(C)(=O)=O	-1.1
Cc1cc(C)cc(NC(=O)Nc2ccc3c(c2)C(=O)N(C)[C@@H]2CC[C@@H](CC(=O)O)O[C@@H]2CO3)c1	0.8

# Sorted by number of heavy atoms (smallest number first): part of the list above
# Second line of a record – Pf Dd2 growth | KDM4C inh | Tcruzi prolif | C diff growth
CN1c2ccc(Br)cc2[C@H]2[C@H](CCN2C(=O)c2ccc(F)cc2)[C@H]1CO
  19 | -0.7 | 11 | 14
CCC(=O)N1CC(=O)N2[C@@H](CO)[C@@H](c3ccc(C#Cc4cccc(OC)c4)cc3)[C@@H]2C1
  -14 | -1.2 | . | -5
CN(C)C(=O)c1ccc(-c2ccc(C3[C@@H]4CN(C(=O)C5CCCCC5)C[C@H]3N4)cc2)cc1 (stereo partly specified)
  -4 | -0.5 | . | -6

# Following part.
# Second line of a record – Pf Dd2 growth | KDM4C inh | Tcruzi prolif | C diff growth
COc1cccc(-c2cnc3c(c2)C(=O)N([C@@H](C)CO)C[C@@H](C)[C@H](CN(C)Cc2ccc(C(=O)O)cc2)O3)c1
  45 | 4.8 | . | 0
CCC(=O)N1CCCCN2[C@H](C1)[C@@H](c1ccc(C#Cc3ccccc3F)cc1)[C@@H]2CO
  -9 | -0.5 | 100* | -6
C[C@@H]1CN([C@H](C)CO)C(=O)c2cc(NC(=O)Nc3ccc(C(F)(F)F)cc3)ccc2O[C@H]1CN(C)Cc1ccc(C(=O)O)cc1
  -10 | -1.1 | -43 | .
COc1ccc2c3c(n(C)c2c1)[C@@H](CO)N(CC1CCOCC1)CC31CN(C(=O)Nc2ccccc2)C1
  -53 | -2.2 | . | -5
